# Tb PYK inh: qHTS of Trypanosoma Brucei Inhibitors; TbPYK enzyme, Kinase-Glo Plus ATP luminescence, 45 min; Potency, µM (series often up to 76.8 µM), without a hit: at the highest dose activity, negative = inhibition, most hits filed as inhibitors; pyruvate kinase (Trypanosoma brucei), Q57TT1; 410,000 compounds, 0.12% hits; note: potency is the fitted concentration of half-maximal effect; % is set by controls: 0 for no effect and ±100 for the full control effect; nearly all actives have a fitted effect of over 50% in size
#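 In this concentration-response screen, enzyme-free wells defined baseline while DMSO plates tracked drift. Each reaction combined TbPYK, substrate, compound and 130 uM ADP for 45 min at room temperature. Kinase-Glo Plus luminescence gave the signal.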
# Pf growth 48h: Primary qHTS for delayed death inhibitors of the malarial parasite plastid, 48 hour incubation; AID 504832, 2011; P. falciparum luciferase growth in erythrocytes, 48 h; 310,000 compounds, 5.9% hits; Potency, µM (titrated, usually from 28.7 µM), for the others: top-dose activity change, negative = inhibition, hits mostly inhibitors; note: potency is the fitted concentration of half-maximal effect; % is set by controls: 0 for no effect and ±100 for the full control effect
#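 Here the parasites carry a stable luciferase gene and grow inside erythrocytes in Albumax-based RPMI medium with compound for one erythrocytic cycle. Activity is scored as loss of luminescent signal.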
# Pf growth 96h: Primary qHTS for delayed death inhibitors of the malarial parasite plastid, 96 hour incubation; P. falciparum luciferase reporter growth, 96 h; 320,000 compounds, 6.9% hits; Potency, µM (doses to about 28.7 µM), for the others: at the highest dose activity change, negative = inhibition, actives largely listed as inhibitors; note: potency is the fitted concentration of half-maximal effect; % is set by controls: 0 for no effect and ±100 for the full control effect
#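 Delayed-death screen, second-generation endpoint: infected erythrocytes, 2% hematocrit, 0.05% parasitemia final; 96 hours at 37 C, 5% CO2; luciferase detection reagent; luminescence decrease equals reduced growth.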
# AMA1-RON2 inh: qHTS for Inhibitors of AMA1-RON; Towards Development of Antimalarial Drug Lead: Primary Screen | 360,000 compounds, 0.2% hits | AID 720542, 2013 | Potency, µM (doses to about 58.2 µM), inactives show at the top dose activity change, negative = inhibition, hits mostly inhibitors | AlphaScreen AMA1-biotinylated RON2 peptide binding;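 note: potency is the fitted concentration of half-maximal effect; 0% = vehicle wells and -100% = peptide control; nearly all actives have a fitted effect of over 45% in size; some results filed as inactive show a strong effect at the top dose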
#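 AMA1 (3D7) with his tag at 25 nM final met compounds first, then biotinylated RON2 peptide at 25 nM; detection used donor plus acceptor beads, 10 µg/mL apiece, read by AlphaScreen after 30 min at room temperature.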
# Cycloheximide cs: Cycloheximide Counterscreen for Small Molecule Inhibitors of Shiga Toxin; cell reporter, cycloheximide protein synthesis inhibition counterscreen; max response, %; 300,000 compounds, 12% hits; AID 2314, 2010; in the data active = max response mostly above about 13%, no sharp cut-off; inactive = mostly below about 14%; note: read at 38.3 µM for the half of the compounds with a filed dose; 0% is about no effect
# Shiga toxin inh: A qHTS for Small Molecule Inhibitors of Shiga Toxin | Vero cells, Shiga toxin protein synthesis inhibition reporter | inhibition, % at 38.7 µM | 290,000 compounds, 9.2% hits | AID 2315, 2010; in the data active = inhibition mostly above about 28%, no sharp cut-off; inactive = mostly below about 43%; note: 0% is about no effect
# LmPK inh: qHTS Assay for Inhibitors of Leishmania Mexicana Pyruvate Kinase (LmPK); Potency, µM (titrated, usually from 57.5 µM), inactives show at the top dose activity change, negative = inhibition, most hits filed as inhibitors; 290,000 compounds, 0.37% hits; AID 1721, 2009; purified LmPK, Kinase-Glo ATP luminescence, 1 h; Q27686; note: potency is the fitted concentration of half-maximal effect; % is set by controls: 0 for no effect and ±100 for the full control effect
# Target sequence (Q27686 whole entry, looked up): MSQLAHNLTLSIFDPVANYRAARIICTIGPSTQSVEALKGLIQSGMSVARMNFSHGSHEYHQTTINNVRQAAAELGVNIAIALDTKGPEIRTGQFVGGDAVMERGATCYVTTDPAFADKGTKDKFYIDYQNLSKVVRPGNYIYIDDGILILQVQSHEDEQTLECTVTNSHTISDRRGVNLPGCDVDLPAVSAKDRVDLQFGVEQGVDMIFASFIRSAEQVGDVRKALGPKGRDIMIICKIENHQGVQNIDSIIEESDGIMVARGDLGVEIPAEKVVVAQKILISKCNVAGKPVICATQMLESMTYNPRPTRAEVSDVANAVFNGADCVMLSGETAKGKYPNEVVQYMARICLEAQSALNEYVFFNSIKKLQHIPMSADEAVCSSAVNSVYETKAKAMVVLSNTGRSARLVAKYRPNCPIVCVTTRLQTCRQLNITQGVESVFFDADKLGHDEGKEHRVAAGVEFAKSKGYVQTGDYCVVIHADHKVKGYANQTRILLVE
#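 0.1 nM LmPK, 0.5 mM PEP, 0.1 mM ADP; 50 mM imidazole pH 7.2, 7 mM MgCl2, 50 mM KCl; 1 h RT. Kinase-Glo luminescence readout, normalized to no-enzyme (full inhibition) and uninhibited wells.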
# Active calls of the source: *; ? = inconclusive; . = not tested or not shown; & = joins results of further samples; [ ] = remark or other dose. Unless noted, calls come from the whole dose curve; as a rule, active = well fitted curve in the direction sought with a large enough effect; inconclusive = small, poorly fitted or top-dose-only effect, or another doubt; inactive = no such curve, though single readings can be large; an effect the other way counts as inactive or inconclusive. Compounds were not picked by outcome; overall some 21% were active at least once.
SMILES,Tb PYK inh,Pf growth 48h,Pf growth 96h,AMA1-RON2 inh,Cycloheximide cs,Shiga toxin inh,LmPK inh
C/C(=C\C(=S)Nc1ccccc1)Nc1ccc2ccccc2c1,10%,9.3µM*,?,3%,74*,143*,-4%
COC(=O)NNC(=O)COc1cc(C)ccc1C,-3%,5%,8%,-9%,-2,-4,-9%
CC(C)(C)c1ccc(/C([O-])=C(/C(=S)NCc2ccco2)[n+]2ccccc2)cc1,.,.,-85%,.,9,-1,3%
Cc1nn(C(=O)/C(C#N)=C/N(C)C)c(C)c1C,4%,?,58%[activator],-9%,11,8,9%
COc1ccc(C2C(C(=O)c3ccco3)=C(O)C(=O)N2CCN2CCOCC2)c(OC)c1 (centres undefined),3%,29%,0%,21%,0,-2,1%
Cc1nc(C)n(C(C)CC(=O)O)n1 (centres undefined),-5%,-14%,-12%,-8%,-2,-2,-5%
CC(C)c1ccc(CN2CC(C(=O)O)CC2=O)cc1 (centres undefined),0%,.,22%,12%,-3,-14,-4%
Cc1[nH]c2ccc(F)cc2c(=O)c1SC(F)(F)C(F)F,-4%,13µM*,-15%,13%,1,1,-1%
COc1ccc(OC)c(S(=O)(=O)N2CCN(C(=O)c3cc(C4CC4)nn3-c3ccccc3)CC2)c1,-2%,?,9.3µM*,-3%,.,.,.
CCCn1c(=O)c(C(=O)NCc2cccnc2)c(O)c2ccccc21,0%,.,5%,-6%,-4,-14,16%
COc1ccc(C(=O)OCCN2CCOCC2)cc1OC,-2%,13%,3%,5%,-9,-55,-2%
O=CN1CCN(C(=O)CC(c2ccccc2)c2cc(Br)ccc2O)CC1 (centres undefined),-2%,-24%,374%[activator],1%,1,-5,-7%
Cc1ccc(NC(=O)CN(C)C(=O)CSc2nc3ccccc3o2)cc1,-11%,55%[activator],2%,3%,6,3,-1%
Cn1nc(NC(=O)C(F)(F)F)c2ncc(-c3ccc(Cl)cc3)nc21,1%,95%[activator],42%[activator],4%,41*,68*,0%
Oc1ccc(N=Cc2ccc(O)c(O)c2)cc1,?,?,6%,-2%,11,29,-13%

# Whole records as entered above. Screens in order: Tb PYK inh | Pf growth 48h | Pf growth 96h | AMA1-RON2 inh | Cycloheximide cs | Shiga toxin inh | LmPK inh
# Cc1nn(C(=O)/C(C#N)=C/N(C)C)c(C)c1C is listed with 4% | ? | 58%[activator] | -9% | 11 | 8 | 9%
# COc1ccc(C2C(C(=O)c3ccco3)=C(O)C(=O)N2CCN2CCOCC2)c(OC)c1 (centres undefined) is listed with 3% | 29% | 0% | 21% | 0 | -2 | 1%
# Cc1ccc(NC(=O)CN(C)C(=O)CSc2nc3ccccc3o2)cc1 is listed with -11% | 55%[activator] | 2% | 3% | 6 | 3 | -1%
# COc1ccc(C(=O)OCCN2CCOCC2)cc1OC is listed with -2% | 13% | 3% | 5% | -9 | -55 | -2%
# COC(=O)NNC(=O)COc1cc(C)ccc1C is listed with -3% | 5% | 8% | -9% | -2 | -4 | -9%

# Among those listed so far, these have a halogen:
SMILES,Tb PYK inh,Pf growth 48h,Pf growth 96h,AMA1-RON2 inh,Cycloheximide cs,Shiga toxin inh,LmPK inh
Cc1[nH]c2ccc(F)cc2c(=O)c1SC(F)(F)C(F)F,-4%,13µM*,-15%,13%,1,1,-1%
O=CN1CCN(C(=O)CC(c2ccccc2)c2cc(Br)ccc2O)CC1 (centres undefined),-2%,-24%,374%[activator],1%,1,-5,-7%
Cn1nc(NC(=O)C(F)(F)F)c2ncc(-c3ccc(Cl)cc3)nc21,1%,95%[activator],42%[activator],4%,41*,68*,0%

# Going on with the list.
SMILES,Tb PYK inh,Pf growth 48h,Pf growth 96h,AMA1-RON2 inh,Cycloheximide cs,Shiga toxin inh,LmPK inh
COc1ccc(N2CC(C(=O)NCc3ccco3)CC2=O)cc1 (centres undefined),-7%,1%,15%,1%,4,13,2%
Cc1ccc(S(=O)(=O)Nc2cccc(C(=O)NC3CCN(Cc4ccccc4)CC3)c2)cc1F,-3%,?,?,-28%,.,.,.
O=C(O)COc1ccc(/C=N/NC(=O)Cc2ccc(Cl)cc2)cc1,-1%,?,-21%,88%[activator],-2,5,-4%
O=C(NCc1ccc(Cl)cc1)C1CCC(CNS(=O)(=O)c2ccccc2)CC1 (centres undefined),-9%&-4%,-20%,-1%,5%,-2,-5,0%
COc1cccc(NC(=O)n2nc(N)cc2-c2ccc(Cl)cc2)c1,-1%,18%,-112%,19%,12,15,-3%
CC1CCC2(CC1)NC(=O)N(Cc1nc(-c3ccccc3)no1)C2=O (centres undefined),-7%,6%,.,1%,6,11,0%
Cc1ccc2c(c1)N(CC(=O)N1CCCCCC1)C(=O)CO2,3%,6%,.,-10%,-2,14,2%
CCC(=O)Nn1c(C)nnc1C,-6%,-5%,0%[5.75 µM],7%,-2,13,-5%
Cc1c(NC(=O)C(C)OC(=O)c2cc(Cl)ccc2O)c(=O)n(-c2ccccc2)n1C (centres undefined),0%,-14%,?,-1%,-2,-14,-4%
COc1ccc(C(=S)N2CCN(c3cccc(Cl)c3)CC2)c(OC)c1,-5%,3%,8%,?,-2,-2,-1%
CCC(/C=N/NC(=O)C1COc2ccccc2O1)CC (centres undefined),0%,14%,38%[activator],26%,-2,12,2%
Cc1ccc(NS(=O)(=O)c2ccc3[nH]c(=O)oc3c2)c(C)c1,3%,21%,?,-3%,-4,2,-4%
O=C(O)c1cnn2c(C(F)(F)F)cc(-c3ccccc3)nc12,-6%,.,0%,0%,-4,-8,16%
NS(=O)(=O)c1ccc(CNC(=O)/C=C/c2c(F)cccc2Cl)cc1,-1%,7%,-7%,0%,-4,12,0%
CCC(Sc1nncn1C)C(=O)Nc1nnc(-c2ccc(Cl)cc2)s1 (centres undefined),9%,-6%,-1%,24%,12,1,-5%
O=C(CCC(=O)Nc1ccc(Br)cc1)N/N=C/c1ccccc1O,5%,?,?,100%[activator],21*,12,-7%
CCc1ccc(NC(=O)CSc2nnc(C)c(=O)n2N)cc1,1%,-5%,17%,35%[activator],-2,-16,-10%
O=C(NC1=NCCS1)c1cc(-c2cccs2)nc2ccccc12,-1%,-12%,?,71%[activator],-1,3,0%
O=c1[nH]c2cc(NCCO)c([N+](=O)[O-])cc2[nH]1,-3%,11%,-17%,-2%,-1,-16,-5%
CCNC(=O)CN(c1ccc(C)cc1)S(=O)(=O)c1ccccc1,0%,.,.,-4%,-4,-3,6%
CCC(=O)Nc1nc(C)c(-c2csc(Nc3ccccn3)n2)s1,0%,13%,6%,-2%,33*,103*,0%
CCOC(=O)c1ccc(NC(=O)C(=O)NCC2CCCO2)cc1 (centres undefined),-7%,43%[activator],?,44%[activator],11,74,0%
O=c1c2ccccc2nnn1CSc1nnc(Nc2ccccc2)s1,0%,13%,?,-9%,-1,-7,-2%
CCCNC(=O)c1cc(SC)ccc1Cl,3%,-16%,.,-1%,5,-22,-8%
O=C(NNC(=O)c1cc(OCC(F)(F)F)ccc1OCC(F)(F)F)c1ccc(Cl)c(Cl)c1,-4%,?,0%,1%,-1,10,2%
CC(=O)N/C(=C/c1ccc(OC(F)F)cc1)C(=O)O,-7%,6%,28%,7%,1,-7,0%
Cc1ccc(C)c(NC(=O)CN(C)S(=O)(=O)c2ccc(F)cc2)c1,5%,2%,46%[activator],37%[activator],0,-18,-4%
CC(NC(=O)c1sc2ccccc2c1Cl)C1CCCO1 (centres undefined),-1%,113%[activator],78%[activator],10%,36*,24,-6%
O=C(COc1cccnc1[N+](=O)[O-])Nc1ccc2c(c1)OC(F)(F)O2,-2%,17%,36%,-4%,-3,-15,-2%
CN(C)c1cccc(C(=O)OCCNC(=O)c2cccc(S(=O)(=O)N3CCOCC3)c2)c1,7%,?,?,-8%,4,-5,-5%
COC(=O)c1ccc(NC(=O)CN2CCN(c3ccccc3C)CC2)cc1,1%,16%,9.3µM*,3%,-1,-5,3%
COc1cc(C)c(NC(=S)Nc2ccc(Cl)c(Cl)c2)cc1OC,-16%,?,?,-8%,8,9,5%
CC1(C)Cc2cccc(OCC(=O)NCc3cccs3)c2O1,-4%,?,1%,0%,.,.,.
O=C(NC1CCCCC1)c1ccc(Cn2cc(Br)cn2)o1,-1%,.,-3%,-9%,1,-10,11%
COC(=O)CNC(=O)c1cccs1,-3%,8%,1%,-13%,-3,-13,0%
CC1(C)C(c2cccs2)=[N+]([O-])C2(CCCCC/C2=N\NC(N)=O)N1O (centres undefined),-8%,.,?,0%,-3,-5,-2%
Cc1ccccc1,2%,0%,?,.,.,.,.
Cc1cnc(C(=O)OCC(=O)NCCc2ccccc2)cn1,-5%,3%,.,4%,-2,-9,2%
CCOC(=O)c1cc(C#N)c(SCC(N)=O)[nH]c1=O,-3%,6%,6%,-7%,-3,-3,-9%
O=C(CCN1CCN(Cc2ccccc2)CC1)Nc1cccc(Br)c1,8%,3%,16%,-6%,-6,-18,1%
CSCC[C@H](NC(=O)COc1ccc(Cl)cc1Cl)c1nc2ccccc2[nH]1,-3%,-5%,?,-16%,1,-11,0%
O=S(=O)(c1ccc(Br)cc1)N1CCOC12CCCCC2,1%,?,-14%,-4%,-1,-15,-2%
CC(C)c1nc(SCC(=O)NC2CCCC2)c2c(=O)n(C)c(=O)n(C)c2n1,2%,-5%,-1%,1%,6,-30,-6%
CN(C(=O)c1ccncc1)C1CC(C)(C)N(O)C(C)(C)C1,0%,48%[activator],36%[activator],-5%,1,-9,1%
COc1ccccc1N(CC(=O)NC1CCCCC1)C(=O)CNC(=O)c1cccs1,-7%,-2%,33%[activator],-8%,-1,-2,0%

# Molecules listed so far that have a nitro group on carbon, in the order listed:
SMILES,Tb PYK inh,Pf growth 48h,Pf growth 96h,AMA1-RON2 inh,Cycloheximide cs,Shiga toxin inh,LmPK inh
O=c1[nH]c2cc(NCCO)c([N+](=O)[O-])cc2[nH]1,-3%,11%,-17%,-2%,-1,-16,-5%
O=C(COc1cccnc1[N+](=O)[O-])Nc1ccc2c(c1)OC(F)(F)O2,-2%,17%,36%,-4%,-3,-15,-2%

# High-throughput results (PubChem BioAssay)
